KCNH2 3.1 inh: blocks the human KCNH2 3.1 channel isoform | activity change, % (tested at about 1.8 µM) | AID 720553 | U2OS KCNH2 3.1, thallium flux FluxOr; stronger effect = lower value | 0.95% of 340,000 active;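 active = maximum activity change below -70%; inconclusive = maximum activity change from -70% to -50%; inactive = maximum activity change above -50%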;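 also: thallium influx rate constant from kinetic fluorescence after stimulation buffer; % is scaled to controls: 0 for no effect and ±100 for the full control effect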
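U2OS cells transduced with KCNH2 3.1 mutant virus (1.77 x 10^8 /mL, 4 h), plated overnight at 37 C, loaded 45 min with FluxOr dye plus Red40 quencher. Thallium flux rate constant from kinetic reads after stimulation buffer, normalised to controls.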
FLuc counter: inhibits or activates purified firefly luciferase, miR-21 counter-screen; P08659; purified FLuc, Km substrates, luminescence inhibition; Potency, µM (top dose mostly 57.5 µM), for inactives: at the top dose activity change, negative = inhibition, actives largely listed as inhibitors; 6.9% of 360,000 active; AID 588342;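 also: potency is read from the fitted curve at half-maximal effect; plate controls were vehicle for no effect and reference inhibitor for full effect; nearly all actives have a fitted effect of over 55% in size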
Target sequence (P08659 whole entry, looked up): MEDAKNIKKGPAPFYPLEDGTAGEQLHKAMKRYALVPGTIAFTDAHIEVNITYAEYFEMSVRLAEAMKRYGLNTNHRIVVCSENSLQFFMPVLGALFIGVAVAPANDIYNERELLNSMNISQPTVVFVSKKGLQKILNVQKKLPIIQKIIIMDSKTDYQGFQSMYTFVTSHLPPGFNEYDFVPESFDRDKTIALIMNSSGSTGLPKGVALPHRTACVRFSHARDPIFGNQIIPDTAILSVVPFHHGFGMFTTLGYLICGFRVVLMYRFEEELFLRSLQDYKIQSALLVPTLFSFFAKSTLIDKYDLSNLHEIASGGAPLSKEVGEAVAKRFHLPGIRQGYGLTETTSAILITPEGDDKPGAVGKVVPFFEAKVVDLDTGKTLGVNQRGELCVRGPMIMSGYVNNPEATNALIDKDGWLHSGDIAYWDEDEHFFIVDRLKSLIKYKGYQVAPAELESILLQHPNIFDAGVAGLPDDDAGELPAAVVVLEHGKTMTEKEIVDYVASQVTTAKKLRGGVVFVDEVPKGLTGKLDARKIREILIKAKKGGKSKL
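Purified P. pyralis luciferase (10nM final) with 10uM D-luciferin and 10uM ATP (Km levels) in 50mM Tris acetate pH 7.5, 10mM Mg acetate, 0.01% Tween-20, 0.05% BSA; qHTS 6-point titration, ~60 µM downward; luminescence read.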
Rab9 prom act: activators of Rab9 promoter | Huh7 Rab9 promoter-luciferase reporter, luminescence, 24 h | Potency, µM (highest dose often 9.22 µM), without a hit: at the highest dose activation, negative = inhibition, actives largely listed as activators | 2.8% of 320,000 active | AID 485297; also: potency is read from the fitted curve at half-maximal effect; % of control where 0% means no effect; nearly all actives have a fitted effect of over 60% in size
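Steps: seed 1500 Huh7 Rab9-luc cells per well, rest 2 h at 37 °C; add compound in DMSO; incubate 24 h; add luciferase reagent, 10 min ambient; read luminescence.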
ELG1 genotox: genotoxicity induction in ELG1-luciferase HEK293T cells; HEK293T ELG1-luciferase reporter, luminescence, 16 h; Potency, µM (doses to about 46 µM), without a hit: top-dose activity change, positive = activation, hits mostly activators; 1.3% of 330,000 active; AID 504466; also: potency is read from the fitted curve at half-maximal effect; % of control where 0% means no effect; nearly all actives have a fitted effect of over 60% in size
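16 hr compound incubation (37 °C, 5% CO2) of HEK293T cells carrying luciferase-tagged ELG1; luciferase then measured by ONE-Glo luminescence after 30 min at RT.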
VP16 counter: counter-screen for ROR gamma inhibitors: Gal4-VP16 reporter | Potency, µM (series often up to 53.6 µM), for the others: at the highest dose activity, negative = inhibition, hits mostly inhibitors | 3.5% of 310,000 active | Drosophila S2 Gal4-VP16 UAS-luciferase, luminescence, 20 h;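 also: Gal4-VP16 expression switched on by copper sulfate through the metallothionein promoter; potency is read from the fitted curve at half-maximal effect; % is scaled to controls: 0 for no effect and ±100 for the full control effect; nearly all actives have a fitted effect of over 50% in size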
Tb PFK block: T. brucei PFK enzyme inhibition. AID 485367. Potency, µM (highest dose often 57.5 µM), for inactives: at the highest dose activity, negative = inhibition, hits mostly inhibitors. 0.17% of 330,000 active. T. brucei PFK, ADP-Glo luminescence;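 also: potency is read from the fitted curve at half-maximal effect; 0% = uninhibited 1x PFK enzyme wells and -100% = no-enzyme wells; nearly all actives have a fitted effect of over 60% in size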
Target sequence (O15648 whole entry, looked up): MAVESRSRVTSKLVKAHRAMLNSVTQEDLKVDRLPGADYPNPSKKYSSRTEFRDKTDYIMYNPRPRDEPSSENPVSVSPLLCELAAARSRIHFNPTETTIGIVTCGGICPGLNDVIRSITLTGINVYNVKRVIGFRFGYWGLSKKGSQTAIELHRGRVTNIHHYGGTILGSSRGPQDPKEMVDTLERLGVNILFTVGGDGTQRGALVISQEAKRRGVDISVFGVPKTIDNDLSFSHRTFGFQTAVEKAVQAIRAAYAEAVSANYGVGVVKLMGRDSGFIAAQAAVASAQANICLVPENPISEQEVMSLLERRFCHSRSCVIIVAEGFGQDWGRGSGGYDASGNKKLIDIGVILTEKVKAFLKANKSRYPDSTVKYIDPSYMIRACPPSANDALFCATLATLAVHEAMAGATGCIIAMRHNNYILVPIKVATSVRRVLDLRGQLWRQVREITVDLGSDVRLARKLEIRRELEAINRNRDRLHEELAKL
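Compounds were pin-transferred as a titration series up to 57 uM into substrate buffer (0.5 mM F6P, 0.1 mM ATP, pH 8.0), then 1.25 nM PFK was added and reactions ran 45 min before ADP-Glo detection.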
Coupling enz: coupling enzyme interference in Giardia aldolase counter-screen. coupling enzyme system counterscreen, AmpLite Red fluorescence. activity change, negative = inhibition, % at 58.2 µM, hits read low. 0.67% of 290,000 active. AID 2472; in the data active = activity change below about -30%; also: % is scaled to controls: 0 for no effect and ±100 for the full control effect
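Counterscreen lacking aldolase: glyceraldehyde-3-phosphate coupling-enzyme reagent preincubated 10 min at RT with compound (at 57.5 uM final), then substrate/coupling system with AmpLite Red added; fluorescence read at 525/598 nm after 20 min RT.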
uPA surface inh: cell surface uPA generation inhibition | AID 540303 | Potency, µM (series often up to 38.3 µM), for the others: at the highest dose activity change, negative = inhibition, usual class: inhibitors | cell surface uPA generation assay, qHTS | 0.31% of 330,000 active; active = well fitted inhibition curve with a large enough effect; inconclusive = small, poorly fitted or top-dose-only effect; inactive = no such curve, though single readings can be large or run the other way; tested in mouse RAW 264.7 cells; also: potency is read from the fitted curve at half-maximal effect; % is scaled to controls: 0 for no effect and ±100 for the full control effect; nearly all actives have a fitted effect of over 55% in size
NPC1 prom act: NPC1 promoter activation; Huh7 NPC1 promoter luciferase reporter, 24 h; 2.4% of 320,000 active; Potency, µM (doses to about 9.22 µM), for the others: top-dose activation, most hits filed as activators;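 also: potency is read from the fitted curve at half-maximal effect; % of control where 0% means no effect; nearly all actives have a fitted effect of over 60% in size; reporter is driven by a mutant NPC1 promoter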
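Luminescence from an NPC1 promoter-driven luciferase reporter in stably transfected Huh7 cells was measured after 24 h compound treatment at 37 °C, followed by 10 min ambient incubation with luciferase detection reagent.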
RORgamma inh: ROR gamma (mouse) transcription inhibition; P51450; Drosophila S2 Gal4-RORgamma UAS-luciferase reporter, 20 h; Potency, µM (top dose mostly 53.6 µM), for the others: top-dose activity change, negative = inhibition, usual class: inhibitors; 5.4% of 310,000 active; AID 2551; also: potency is read from the fitted curve at half-maximal effect; % is scaled to controls: 0 for no effect and ±100 for the full control effect; nearly all actives have a fitted effect of over 60% in size
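Stably transfected Drosophila Schneider cells are the test system, with ROR gamma fused to Gal4 and luciferase under UAS control; luminescence is read after 20 hr of 700 uM copper sulfate induction at ambient temperature.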
Giardia kill: kills Giardia lamblia. Giardia lamblia trophozoite viability. 0.15% of 340,000 active. activity change, % at 7.66 µM, hits read low; in the data active = activity change below about -80%; inconclusive = between about -30% and that limit;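 also: parasites exposed to compound for two days anaerobically before the ATP read; % is scaled to controls: 0 for no effect and ±100 for the full control effect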
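Luminescent ATP signal served as the viability read-out, measured 15-30 min after adding ATP detection reagent to trophozoites that had been incubated with compounds for 48 hrs at 37 deg C anaerobically at 100 cells/well.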
* marks the source's active call; other numbers are inactive results; ? = inconclusive; nt = no result given; & = joins results of further samples; [ ] = remark or other dose. Unless noted, calls follow the shape of the dose curve; as a rule, active = well fitted curve in the direction sought with a large enough effect; inconclusive = small, poorly fitted or top-dose-only effect, or another doubt; inactive = no such curve, though single readings can be large; an effect the other way counts as inactive or inconclusive.

Molecule,KCNH2 3.1 inh,FLuc counter,Rab9 prom act,ELG1 genotox,VP16 counter,Tb PFK block,Coupling enz,uPA surface inh,NPC1 prom act,RORgamma inh,Giardia kill
COCCn1c(SCC(=O)Nc2ccc3c(c2)OCCO3)nnc1-c1c[nH]c2ccccc12,2,-8%,2%,-2%,-13%,2%,0,nt,-5%,26%,4
CCNC(=O)Cn1c(=O)c(=O)n(Cc2ccccc2)c2ccc(Cl)cc21,-1,1%,1%,2%,4%,-4%,1,-3%,4%,17%,11
Oc1ccccc1Nc1nc(NCc2ccco2)c2ccccc2n1,1,?,-8%,-9%,-25%,-1%,-1,7%,-5%,?,10
O=C(CSC1=NCCS1)N1CCN(c2ccccc2)CC1,-5,-10%,14%,-7%,3%,0%,-4,-4%,-9%,-11%,5
CN(C)c1ncc(/C=C2/C(=O)NC(=S)N(C3CCCCC3)C2=O)cn1,nt,?,-2%,-3%,-8%,0%,2,nt,-1%,5%,nt
CC(=O)N1CC(C)Sc2ccc(S(=O)(=O)NC3CCCCC3)cc21 (stereo not given),10,6%,-17%,-3%,-25%,2%,6,5%,-7%,28%,-4
O=C(NC1CCN(Cc2ccccc2)CC1)c1cncc(Br)c1,2,0%,1%,-7%,12%,-3%,3,7%,-2%,-17%,-8
CCOC(=O)CN(C)Cc1cn(C)nc1-c1ccc(Oc2ccccc2)cc1,4,1%,3%,-6%,nt,0%,6,-2%,1%,nt,-1
COc1ccc(-c2nnc(NC(=O)CS(=O)(=O)c3ccc(Cl)cc3)o2)c(OC)c1,-10,?,0%,0%,-16%,23%,nt,2%,1%,18µM*,-1
CCN(CC)CCN1C(=O)C(=O)/C(=C(/O)c2ccc(S(=O)(=O)N3CCOCC3)cc2)C1c1ccc(C(C)C)cc1 (stereo not given),-17,-1%,0%,2%,1%,0%,3,1%,3%,-7%,-4
COC(=O)[C@@]12CCCCN1[C@H](c1ccc(-c3ccccc3)cc1)[C@@H]1C(=O)N(C)C(=O)[C@@H]12,-30,2%,-5%,-10%,nt,-1%,nt,-2%,-7%,nt,55[activator]
CN(C)c1ccc(CNCCC2CCOC(C)(C)C2)cc1 (stereo not given),nt,-1%,-4%,2%,5%,-4%,7,nt,-1%,-6%,nt
O=C(N/C(=C\c1ccc(Cl)cc1)C(=O)N1CCOCC1)c1ccc([N+](=O)[O-])cc1,-37,0%,5%,-2%,6%,-2%,6,-1%,3%,-14%,4
O=C(CCSCc1cccc(F)c1)NCCc1ccccc1,7,-12%&-10%,1%,1%,-7%,-1%,2,6%,2%,19%,-5
O=C(COC(=O)C12CC3CC(CC(Br)(C3)C1)C2)N1CCOCC1,16,-2%,-3%,0%,-9%,-3%,0,0%,-1%,15%,11
Cn1c(CCNS(=O)(=O)c2ccccc2)nc2cc([N+](=O)[O-])ccc21,4,-3%,-2%,-8%,-10%,0%,-10,?,-2%,-1%,1
CCCC(C)C(=O)Nc1nnc(CCc2ccccc2)s1 (stereo not given),-25,4%,2%,-3%,-13%,2%,0,4%,14%,-1%,5
COc1ccc(C(=O)NCC(=O)OCC(=O)c2ccc3c(c2)OCCO3)cc1,4,-18%,0%,3%,2%,-2%,-2,3%,3%,?,-6
Cc1c(-n2c(-c3ccccc3Cl)n[nH]c2=S)c(=O)n(-c2ccccc2)n1C,0,-8%,1%,3%,8%,-7%,2,-5%,-3%,-29%,18
COc1ccc(C(=O)OCC(=O)Nc2ccc(F)cc2F)cc1OC,-3,-2%,1%,-3%,-11%,2%,5,4%,-1%,29%,-5
COc1ccc(OC)c(Nc2ncnc3ccccc23)c1,-6,?,12%,-2%,4%,2%,-4,-7%,0%,-22%,-1
O=C(NC1CCCCC1)c1ccc(CS(=O)Cc2ccc(Cl)cc2)o1 (stereo not given),-2,-1%,-3%,-3%,1%,-7%,nt,0%,-3%,1%,6
CC(=O)c1cccc(N(C(=O)CS(=O)CC(=O)Nc2ccc(F)cc2)C(C(=O)NC2CCCCC2)c2ccc(C)o2)c1 (stereo not given),-1,-2%,-2%,1%,5%,-1%,1,6%,0%,35%,28
O=C(CSC1=NCCN1)C1COc2ccccc2O1 (stereo not given),8,0%,?,-2%,-1%,-4%,4,nt,6%,-15%,20
COC(=O)N1CC=CC1(C)C(=O)NCc1cc(F)cc(C(F)(F)F)c1 (stereo not given),-29,1%,-1%,2%,17%&16%,0%,-1&1,7.9µM*,-7%,22%&38%,15
O=C(Nc1cccc2ccccc12)c1ccc([N+](=O)[O-])s1,10,2%,1%,-8%,?,0%,0,11µM*,-2%,-30%,-89*
O=C(COC(=O)CCC(=O)c1ccc(F)cc1)Nc1ccc(N2CCOCC2)cc1,4,?,-3%,0%,8%,-3%,1,2%,2%,-6%,10
COc1ccc(CCNC(=O)Cn2cnc3ccccc3c2=O)cc1OC,-6,7%,-5%,7%,-10%,14%,0,-6%,-2%,-7%,-28
O=C(NCCc1ccc(C(F)(F)F)cc1)C1CC(=O)N(Cc2ccccc2)C1 (stereo not given),-1,3%,-11%,5%,nt,-8%,nt,6%,-9%,nt,17
CCOC(=O)c1cnc2nc(SC)nn2c1N,2,-8%,3%,3%,7%,-2%,1,3%,2%,20%,-7
CCCOc1ccc(NC(=O)C(=O)NCCCn2ccnc2)cc1,-1,-7%,-2%,1%,-8%,-6%,2,3%,4%,21%,8
Cc1ccc(NC(=O)Cn2c(O)c(N=NC(N)=O)c3ccccc32)cc1,11,4%,-5%,1%,2%,1%,0,-3%,-5%,-7%,-15
COC(=O)c1ccc(Cn2cc(C(F)(F)F)ccc2=O)cc1,-2,-1%,-2%,1%,1%,0%,3,3%,-9%,1%,3
CCOC(=O)c1c(NC(=O)CSc2nc3ccccc3c(=O)n2-c2ccccc2)sc(C(C)=O)c1C,3,-1%,-8%,13%,12%,3%,-2,6%,-5%,1%,-1
CCCCOc1ccc(N2C(N)=NC(N)=NC23CCCCC3)cc1,1,8%,-4%,-10%,-1%,0%,1,-13%,-4%,16%,-14
CC(=O)Nc1coc2ccc(Br)cc12,nt,5%,8%,-24%,-3%,-11%,2,6%,1%,-1%,-4
O=C(c1ccc(Cl)cc1)N1CCCC(c2ccccc2)=N1,16,-3%,2%,1%,5%,-1%,-3,-7%,1%,-4%,7
Cc1cc(C)n(-c2nc3ccccc3c(=O)n2OCc2ccc(Cl)cc2)n1,3,4%,2%,-7%,?,-3%,-6,7%,-1%,10µM*,0
CCCC1=Nc2cc(C(=O)NCCN3CCOCC3)ccc2Sc2ccccc21,-2,3%,2%,0%,-2%,-2%,0,-2%,-3%,0%,-4
CCOc1ccc(S(=O)(=O)N2CCNC(=O)C2)cc1,5,3%,-4%,0%,nt,-9%,nt,-14%,-2%,nt,3
Cc1cccc(C(=O)Nc2nc3ccc(S(C)(=O)=O)cc3s2)c1,6,2.1µM*,?,?,?,2%,0,?,2.2µM*,-23%,-7
COc1cc(OC)cc(C(=O)Nc2nc(CC(=O)NC(C)c3ccccc3)cs2)c1 (stereo not given),-2,3%,-1%,-4%,nt,-6%,nt,5%,2%,nt,-7
Cc1cc(C(=O)Nc2ccc(F)cc2)c2ccccc2n1,32,4%,-1%,-1%,-5%,2%,2,1%,1%,0%,4
CN(c1ccccc1)S(=O)(=O)c1cccc(NC(=O)c2ccc(=O)[nH]n2)c1,-2,nt,nt,-5%,nt,-3%,nt,-1%,nt,nt,-7
COc1ccc(C2=NN(C(=O)CSc3ncccn3)C(c3ccc(OC)cc3)C2)cc1 (stereo not given),-10,-13%,-1%,0%,-1%,-8%,3,-3%,0%,?,-10
COC(=O)c1sc(S(=O)(=O)Oc2ccccc2NC(C)=O)c(C(=O)OC)c1C,-13,7%,-2%,-1%,nt,6%,nt,-18%,1%,nt,-13
O=C(Cc1ccccc1)Nc1ccc(Br)c(Cl)c1,8,?,-1%,0%,?,-18%,1,3%,7%,?,-11
